# HADH2 inh – qHTS Assay for Inhibitors of HADH2 (Hydroxyacyl-Coenzyme A Dehydrogenase, Type II) | 3-hydroxyacyl-CoA dehydrogenase type-2 (Homo sapiens), Q99714 | 73,000 tested, 3.4% active | recombinant HADH2, NADH fluorescence, beta-hydroxybutyryl-CoA | Potency, µM (top dose mostly 57.1 µM), for inactives: top-dose activity change, negative = inhibition, most hits filed as inhibitors; note: potency is the fitted concentration of half-maximal effect; % is set by controls: 0 for no effect and ±100 for the full control effect; nearly all actives have a fitted effect of over 60% in size; many of its hits are not listed in these tables
# Target sequence (Q99714 whole entry, looked up, one chain of several): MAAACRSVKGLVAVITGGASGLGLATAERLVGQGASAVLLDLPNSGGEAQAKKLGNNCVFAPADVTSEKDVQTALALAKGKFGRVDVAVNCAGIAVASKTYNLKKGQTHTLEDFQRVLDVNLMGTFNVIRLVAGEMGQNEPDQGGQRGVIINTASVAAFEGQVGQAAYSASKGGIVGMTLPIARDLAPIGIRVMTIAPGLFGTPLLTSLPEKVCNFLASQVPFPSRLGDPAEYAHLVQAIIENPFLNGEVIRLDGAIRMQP
#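 Buffer 100 mM Tris-HCl pH 9.0/0.01% Tween-20; HADH2 20 nM; NAD+ 1 mM; beta-hydroxybutyryl-CoA 90 uM (all final). 15 min cpd preincubation, RT.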
# 15-hLO inh – qHTS Assay for Inhibitors of 15-hLO (15-human lipoxygenase). 74,000 tested, 1.4% active. purified 15hLO-1, xylenol orange hydroperoxide absorbance. Polyunsaturated fatty acid lipoxygenase ALOX15 (Homo sapiens), P16050. Potency, µM (highest dose often 57.1 µM), for the others: top-dose activity change, negative = inhibition, most hits filed as inhibitors; note: potency is the fitted concentration of half-maximal effect; % is set by controls: 0 for no effect and ±100 for the full control effect; nearly all actives have a fitted effect of over 55% in size
# Target sequence (P16050 whole entry, looked up): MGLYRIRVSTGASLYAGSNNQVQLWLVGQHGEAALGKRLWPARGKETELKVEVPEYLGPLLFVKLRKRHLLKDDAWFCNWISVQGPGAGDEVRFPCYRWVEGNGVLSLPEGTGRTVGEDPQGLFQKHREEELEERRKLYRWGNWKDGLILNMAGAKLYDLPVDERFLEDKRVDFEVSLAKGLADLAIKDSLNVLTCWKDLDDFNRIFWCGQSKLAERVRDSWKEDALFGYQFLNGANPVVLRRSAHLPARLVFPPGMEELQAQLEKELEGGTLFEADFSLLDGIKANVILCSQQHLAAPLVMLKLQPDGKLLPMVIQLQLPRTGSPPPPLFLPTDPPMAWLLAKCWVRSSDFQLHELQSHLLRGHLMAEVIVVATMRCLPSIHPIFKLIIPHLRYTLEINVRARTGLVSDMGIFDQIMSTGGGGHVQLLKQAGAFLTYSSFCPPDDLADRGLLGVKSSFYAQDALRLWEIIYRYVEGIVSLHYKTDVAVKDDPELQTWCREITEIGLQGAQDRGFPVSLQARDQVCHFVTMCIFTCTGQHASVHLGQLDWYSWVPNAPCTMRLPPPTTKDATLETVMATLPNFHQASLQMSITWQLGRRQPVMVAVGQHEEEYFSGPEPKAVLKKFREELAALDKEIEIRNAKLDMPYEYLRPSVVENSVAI
#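 Inhibition is scored from a chromogenic endpoint. After 15 min enzyme-compound contact, arachidonic acid (50 uM final) reacts 6 min with 40 nM 15hLO-1 at room temperature, then Fe-XO reagent is added for 30 min and absorbance ratio recorded.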
# Luciferase inh – qHTS Assay for Inhibitors of Firefly Luciferase; Potency, µM (top dose mostly 57.1 µM), inactives show at the top dose activity change, negative = inhibition, hits mostly inhibitors; 72,000 tested, 2.2% active; purified firefly luciferase, luminescence, 8 min; AID 411, 2009; note: potency is the fitted concentration of half-maximal effect; % is set by controls: 0 for no effect and ±100 for the full control effect; nearly all actives have a fitted effect of over 40% in size
#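 Titration-based qHTS; buffer 50 mM imidazole pH 7.2, 50 mM KCl, 7 mM MgCl2, 10 uM ATP, 0.01% Tween 20, 0.05% BSA; luciferase/luciferin detector mix added after compound; 8 min, ambient; luminescence.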
# CRE-bla Fsk – Cell signaling CRE-BLA (Fsk stim); CHO CRE-bla reporter (cAMP response element driving beta-lactamase), forskolin EC10, beta-lactamase ratio; Potency, µM (doses to about 38.2 µM), for inactives: top-dose activity change, negative = inhibition, actives largely listed as activators; 71,000 tested, 2.5% active; active = well fitted activation curve with a large enough effect in the signal ratio, with a control signal flat, not every such curve was filed as active; inconclusive = small, poorly fitted or top-dose-only effect, or effect the other way, or a change in a side signal; the % refers to the signal ratio; note: potency is the fitted concentration of half-maximal effect; % of control where 0% means no effect
#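 qHTS titration format; CRE-bla CHO reporter; stimulus EC10 NKH 477, a water-soluble forskolin. Read: CCF4 460/530 nm ratio. Potency expressed as AC50 for activators or inhibitors.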
# Tau fil binding – qHTS Assay for Tau Filament Binding. recombinant tau filaments, thioflavin S fluorescence, 15 h; filaments grown with octadecylsulfate alongside compound. 71,000 tested, 2% active. Potency, µM (doses to about 57.1 µM), without a hit: at the top dose activity change, negative = inhibition. Microtubule-associated protein tau (Homo sapiens), P10636. AID 596, 2007;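 note: potency is the fitted concentration of half-maximal effect; % is set by controls: 0 for no effect and ±100 for the full control effect; actives lower thioflavin S fluorescence by blocking filaments or displacing dye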
#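 Recombinant tau protein (human, 1 uM final) plus 30 uM ODS in HEPES pH 7.4 with NaCl, DTT and thioflavine S. Compound present from the start; fluorescence at 510 nm after 15 h, 37 C.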
# Pol III holo inh – qHTS Assay for Inhibitors of DNA Polymerase III Holoenzyme System; reconstituted DNA polymerase III holoenzyme replication, biochemical; Potency, µM (top dose mostly 57.1 µM), for the others: at the top dose activity change, negative = inhibition; 71,000 tested, 0.25% active; AID 603, 2007; note: potency is the fitted concentration of half-maximal effect; % is set by controls: 0 for no effect and ±100 for the full control effect
#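 Reconstituted *E. coli* holoenzyme (0.35 nM Pol III, 1 nM beta, 154 nM SSB, 2 nM primase) was preincubated with compound for 15 min at RT. Synthesis on 1.4 nM ssM13Gori ran 35 min, then was stopped with PicoGreen/EDTA and read as dsDNA fluorescence.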
# Hsp90 Hop PPI – qHTS Assay for Disrupters of an Hsp90 Co-Chaperone Interaction; Hsp90 C-terminal peptide / TPR2A (Hop) interaction, human; AlphaScreen TPR2A-His6 binding biotin-Hsp90 C-terminal peptide; Potency, µM (highest dose often 57 µM), for the others: at the top dose activity change, negative = inhibition; 71,000 tested, 0.44% active; AID 595, 2007; active = well fitted curve in either direction with a large enough effect; inconclusive = small, poorly fitted or top-dose-only effect, or another doubt; note: potency is the fitted concentration of half-maximal effect; % is set by controls: 0 for no effect and ±100 for the full control effect; many of its hits are not listed in these tables
# UbGFP stabilizer – Ubiquitin-GFP Assay | Ubiquitin-GFP reporter cells, proteasome inhibition, GFP fluorescence; response scale: untreated = 0%, 10 µM MG-132 = 100% | Potency, µM (doses to about 45.9 µM), for the others: at the highest dose activation (GFP accumulation), usual class: activators | AID 526, 2006 | 67,000 tested, under 10 active; active = well fitted activation curve with a large enough effect, not every such curve was filed as active; inconclusive = small, poorly fitted or top-dose-only effect, or another doubt; inactive = no such curve, though single readings can be large or run the other way; note: potency is the fitted concentration of half-maximal effect
#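 U2OS Ub(G76V)-GFP reporter; O/N plating, 0.5% FBS; cpd 46 uM–2.9 nM, 4 h, 37 °C; GFP+ cell count, 488/515 nm; norm. to basal vs 10 uM MG-132; CRC fit.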
# ERK AVP inh – qHTS Assay for Inhibitors of the ERK Signaling Pathway using a Homogeneous Screening Assay; Potency, µM (doses to about 57.5 µM), without a hit: at the highest dose activity, negative = inhibition, actives largely listed as inhibitors; HEK293-V1b, vasopressin-stimulated pERK AlphaScreen; 72,000 tested, 0.99% active; note: potency is the fitted concentration of half-maximal effect; % is set by controls: 0 for no effect and ±100 for the full control effect; nearly all actives have a fitted effect of over 55% in size
#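 qHTS, compounds titrated on V1b-expressing HEK293 cells. Preincubation 30 min at 37C, vasopressin 25 nM for 5 min, lysis 10 min, bead incubation 5 hr at room temperature.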
# HBB splicing – qHTS Assay for Modulators of Hemoglobin Beta Chain Splicing; HBB splicing reporter cell assay, activation; EGFP reporter with mutant IVS2-654 intron; response scale: normalised to 500 nM splice-correcting PNA; Potency, µM (series often up to 46.1 µM), for the others: top-dose activation, most hits filed as activators; 65,000 tested, 0.06% active; note: potency is the fitted concentration of half-maximal effect; 0% is about no effect
#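 HeLa cells stably expressing EGFP interrupted by mutant beta-globin intron 2 (IVS2-654), 500/well in 2% FCS. Treated with compound for 2 days at 37C. Splicing correction scored as total well GFP intensity (488 nm excitation, 500-520 nm emission); 500 nM antisense PNA served as control.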
# GFP derepression – qHTS Assay for Epigenetic Modulators. mouse C127i GFP locus derepression, cytometry, 30 h. Potency, µM (series often up to 46.1 µM), without a hit: at the highest dose GFP derepression (activation). 68,000 tested, 0.09% active. AID 597, 2007; note: % of control where 0% means no effect
#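 Murine C127i mammary cells carrying a silenced, stably integrated CMV-driven GFP reporter were treated with compound for 30 hours at 37 C. After PBS washes, GFP-positive cells were counted by laser-scanning microplate cytometry.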
# * = called active by the depositor; ? = inconclusive; · = no result given; [ ] = another dose, or the depositor's remark. Unless noted, calls come from the whole dose curve; as a rule, active = well fitted curve in the direction sought with a large enough effect; inconclusive = small, poorly fitted or top-dose-only effect, or another doubt; inactive = no such curve, though single readings can be large; an effect the other way counts as inactive or inconclusive. Not all compounds are listed; rates above refer to the full screens.
SMILES,HADH2 inh,15-hLO inh,Luciferase inh,CRE-bla Fsk,Tau fil binding,Pol III holo inh,Hsp90 Hop PPI,UbGFP stabilizer,ERK AVP inh,HBB splicing,GFP derepression
N=c1c(C(=O)NCc2ccc(F)cc2)cc2c(=O)n3ccccc3nc2n1Cc1ccco1,7.7%,-5.3%,4.1%,?,?,-6.0%,1.6%,21.4%,-1.6%,-0.6%[1.84 µM],16.3%
Cc1sc2nc(CN3CCN(S(=O)(=O)c4cccc5nonc45)CC3)[nH]c(=O)c2c1C,14.2%,-1.2%,0.2%,-8.2%,-16.6%,1.0%,1.6%,-0.1%,-13.3%,·,1.3%
CCN(CCNC(=O)C1CCCN(Cc2nc(-c3ccc(OC)cc3)oc2C)C1)c1ccccc1 (centres undefined),-17.9%,-15.3%,2.3%,-21.4%,174.4%,3.8%,-19.0%,-10.3%,0.1%,0.0%,0.1%
COc1ccc(OCCSc2ncnc3nc[nH]c23)cc1,-1.3%,-0.9%,-26.8%,5.1%,9.0%,0.4%,-4.2%[2.3 µM],0.0%,5.8%,-0.9%,·
O=C(CCCn1c(SCC(=O)NCC2CCCO2)nc2ccccc2c1=O)NCC1CCCO1 (centres undefined),4.4%,3.4%,-0.8%,-3.4%,7.0%,-3.3%,-2.4%,-2.4%,17.1%,-0.9%,-1.2%
CC(C)c1ccc2oc(=O)cc(CN3CCN(c4ccc(F)cc4)CC3)c2c1,-1.5%,-14.4%,-0.3%,-16.5%,-19.1%,3.9%,-1.6%,0.0%,3.0%,1.8%,1.6%
CCOc1ccccc1N1C(=O)CC(Sc2ncccc2C(=O)O)C1=O (centres undefined),?,7.5%,1.6%,0.6%,8.5%,-3.3%,-2.9%,1.7%,-5.9%,-1.5%,-4.2%
CC(=O)c1c(C)nc(C)nc1NC(=O)C(C)C,-6.8%,2.0%,1.1%,0.3%,2.6%,-1.6%,-4.6%,4.0%,-12.8%,-0.6%,3.4%
COC(=O)c1c(NC(=O)CN2CCN(C(=O)c3ccco3)CC2)c2cc(C)ccc2n1C,-10.1%,5.8%,-2.2%,4.8%,-4.7%,-2.8%,-3.2%,·,-24.3%,0.4%[0.369 µM],0.0%
COCCSc1nnc(NC(=O)Cc2ccccc2OC)s1,-13.9%,-1.8%,0.3%,-2.2%,7.6%,-0.3%,-5.8%,0.7%,?,-2.6%,-0.3%
COc1ccc(S(=O)(=O)Nc2cc(C)ccn2)cc1OC,-0.1%,3.6%,0.8%,-1.9%,-2.7%,-4.6%,-4.9%,-3.0%,8.8%,-0.7%,1.6%
COc1ccc(S(=O)(=O)NCC(c2cccnc2)N2CCN(c3ccc(F)cc3)CC2)cc1C (centres undefined),5.2%,-5.2%,2.5%,?,-2.7%,0.8%,-16.0%,4.3%,7.0%,-0.4%,1.2%
CCOC(=O)N1CCN(C(=O)c2ccc3c(SCC(=O)O)c4c(nc3c2)CCCC4)CC1,?,2.2%,0.4%,-7.3%,-16.2%,-8.7%,-7.9%,-6.7%,·,-0.3%,·
CCOCCCNC(=O)c1cccs1,13.4%[11.4 µM],3.1%[11.4 µM],0.5%,?,-4.5%[11.4 µM],-4.9%[11.4 µM],-0.1%[11 µM],-4.8%[9.17 µM],-3.6%,-1.8%[0.0738 µM],3.1%
CC(=O)OCCOc1nc(N(C)C)nc(N(C)C)n1,3.4%,-0.9%,3.6%,10.5%,8.8%,-2.6%,-1.2%,-4.0%,-20.2%,·,-1.3%
COC(=O)Cc1c(C)c2ccc(OCC(C)=O)c(C)c2oc1=O,25.1µM*,3.2%,-2.3%,22.4%,-0.7%,-7.2%,-2.4%,-3.7%,-17.6%,1.5%,0.0%
Clc1ccc2c(NCCNc3ccnc4cc(Cl)ccc34)ccnc2c1,3.3%[11.4 µM],1.1%[11.4 µM],3.0%[11.4 µM],-9.2%[7.6 µM],2.0%[11.4 µM],-6.9%[11.4 µM],-3.5%[11 µM],6.2%[9.17 µM],-4.8%[11.5 µM],1.5%[9.22 µM],16.2%[9.22 µM]
CCOc1ccccc1N1CCN(c2nc(N)c(C#N)c(CC#N)c2C#N)CC1,0.1%,-15.5%,-1.3%,26.6%,-2.3%,2.7%,-14.3%,-4.0%,21.9%,0.6%[57.5 µM],4.0%
O=C(Cn1nnc(-c2ccccc2)n1)NCc1ccccc1,2.5%,4.0%,4.5%,3.9%,-11.4%,-2.5%,3.3%,-6.6%,0.9%,1.5%,5.8%
COC(=O)c1[nH]c2ccc(F)cc2c1NC(=O)C1=COCCO1,-5.1%,-4.7%,-0.3%,25.2%,-8.2%,-1.3%,-4.5%,2.3%,-24.4%,-3.5%[0.369 µM],0.0%
COc1ccc(-c2cc(OC)c3c(C)oc(C)c3c(=O)c2)cc1OC,-18.2%,-22.9%,1.3%,12.6µM*,25.1µM*,-2.9%,-11.1%,1.7%,?,1.0%[57.5 µM],1.9%
N#C/C(=C(/O)COC(=O)CCC1CCCCC1)c1nc2ccccc2[nH]1,-3.0%,-2.5%,1.5%,-7.1%,-5.6%,0.8%,-1.4%,-1.0%,8.0%,-0.3%[57.5 µM],-2.7%
COc1cccc(-c2cc(NCc3cccc(C)c3)ncn2)c1,2.5%,-12.1%,-1.6%[2.29 µM],5.01µM*,21.0%,-10.6%,11.4%,0.9%,?,-0.8%,-4.5%[9.22 µM]
COc1ccc(OC)c(NC(=O)Cn2c(=O)oc3ccccc32)c1,2.3%,2.5%,3.7%,3.4%,-12.4%,-0.4%,-3.8%,1.1%,-0.4%,3.0%,3.2%
COC(=O)c1ccc(C2C(C(=O)Nc3ccc(C)cc3C)=C(C)Nc3ncnn32)cc1 (centres undefined),6.3%,4.7%,0.9%,-7.1%,-2.5%,-5.2%,1.4%,-5.1%,·,0.2%,·
COc1c(Br)cc(Br)cc1C(=O)O,?,5.3%,1.8%,?,-0.1%,0.3%,1.1%,-1.8%,-10.9%,-1.7%,1.2%
CC(=O)N1CCC2(CC1)CN(c1ccccc1)C2,1.1%,5.3%,0.0%[11.4 µM],-1.9%,7.0%,-5.4%,?,-4.0%,22.3%,-0.4%,-0.1%[9.22 µM]
Cc1noc(NC(=O)Nc2ccccc2F)c1C#N,14.3%[11.4 µM],7.2%[11.4 µM],0.3%[11.4 µM],10.3%[7.6 µM],1.1%[11.4 µM],5.0%[11.4 µM],0.7%[11 µM],1.3%[9.17 µM],6.3%[11.5 µM],-0.5%[9.22 µM],-7.8%[9.22 µM]
O=C(CSc1nc2c(c(=O)n1-c1ccc(Cl)cc1)SCC2)N1CCCC1,-10.0%,1.2%,0.7%,-1.0%,-10.2%,-2.2%,-3.9%,-5.1%,-12.0%,-0.5%,-0.1%
COc1ccc(CCNC(=O)c2cc(-c3ccccc3OC)on2)cc1OC,-5.3%,-12.2%,-5.8%,?,399.4%,3.2%,?,-4.9%,29.9%,-0.1%,1.0%
COCCNC(=O)C(c1ccc(F)cc1)N(CCOC)C(=O)CCC(=O)Nc1nccs1 (centres undefined),6.4%,10.9%,-1.1%,-5.3%,-6.2%,-1.1%,0.7%,0.9%,3.2%,·,1.0%
CCOc1ccc(NC(=O)NC2CCOC(C)(C)C2)cc1 (centres undefined),6.9%,-0.8%,-1.6%,0.4%,2.4%,-5.8%,-2.7%,-1.7%,3.6%,-0.2%,1.8%
CN(CC(=O)Nc1ccc(Cl)cc1)S(=O)(=O)c1cccc2cccnc12,3.6%,-11.1%,-3.7%,?,-1.5%,-5.7%,-1.7%,-3.4%,?,-1.0%,0.0%
